# Bioassay records as filed in PubChem.
# IDH1 R132H inh: qHTS for Inhibitors of mutant isocitrate dehydrogenase 1 (IDH1): qHTS; IDH1-R132H enzyme, NADPH consumption, diaphorase/resazurin fluorescence; Potency, µM (highest dose often 76.6 µM), for inactives: at the highest dose activity change, negative = inhibition, usual class: inhibitors; hit rate 0.093% among 390,000; further: potency means the concentration at half of the fitted maximal effect; on the % scale 0 is the no-effect control and ±100 the full control effect; nearly all actives have a fitted effect of over 65% in size
# Target sequence (O75874 whole entry R132H, stated change not applied): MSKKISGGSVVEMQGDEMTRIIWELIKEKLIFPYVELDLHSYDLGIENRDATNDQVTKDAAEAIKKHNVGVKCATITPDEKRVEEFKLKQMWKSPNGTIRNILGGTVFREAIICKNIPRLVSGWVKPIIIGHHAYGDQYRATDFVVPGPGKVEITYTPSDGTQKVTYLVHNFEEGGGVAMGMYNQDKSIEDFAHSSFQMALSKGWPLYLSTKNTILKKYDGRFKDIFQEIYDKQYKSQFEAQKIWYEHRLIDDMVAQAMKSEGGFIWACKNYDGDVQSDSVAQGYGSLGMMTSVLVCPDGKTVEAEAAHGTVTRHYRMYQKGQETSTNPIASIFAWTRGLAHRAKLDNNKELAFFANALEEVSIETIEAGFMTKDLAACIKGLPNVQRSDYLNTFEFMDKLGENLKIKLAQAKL
#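 IDH1-R132H (0.5 ug/mL) preincubated 30 min with compound, then NADPH (0.016 mM) and alpha-KG (2 mM) added; 80 min at RT, pH 7.5. Remaining NADPH coupled via diaphorase/resazurin to fluorescence (540/590 nm); concentration-response curves normalized to no-enzyme control.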
# TrxR1 inh: qHTS Assay for Inhibitors of Mammalian Selenoprotein Thioredoxin Reductase 1 (TrxR1): qHTS | recombinant rTrxR1, NADPH fluorescence consumption, selenite substrate | Potency, µM (top dose mostly 114 µM), without a hit: at the highest dose activity change, negative = inhibition, hits mostly inhibitors | hit rate 1% among 390,000; further: potency means the concentration at half of the fitted maximal effect; on the % scale 0 is the no-effect control and ±100 the full control effect; nearly all actives have a fitted effect of over 65% in size
#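 Rat TrxR1 (90 nM in the dispensed reagent) was pre-reduced with 400 uM NADPH for 5 min at room temperature, then incubated with compound for 15 min. After 400 uM selenite was added, NADPH fluorescence (Ex 340/Em 450 nm) was followed for 8 min.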
# Pin1 inhibitor: qHTS Assay to Find Inhibitors of Pin1; Peptidyl-prolyl cis-trans isomerase NIMA-interacting 1 (Homo sapiens), Q13526; Pin1 FP peptide displacement, HiFluor488, 10 min; AID 504891, 2011; hit rate 0.009% among 390,000; Potency, µM (doses to about 115 µM), inactives show at the highest dose activity, negative = inhibition, hits mostly inhibitors; active means well fitted inhibition curve with a large enough effect in the polarisation, with a control signal flat, not every such curve was filed as active; inconclusive means small, poorly fitted or top-dose-only effect, or effect the other way, or a change in a side signal; inactive means no such curve, though single readings can be large or run the other way; the % refers to the polarisation; further: potency means the concentration at half of the fitted maximal effect; on the % scale 0 is the no-effect control and ±100 the full control effect
# PI4K2A block: qHTS for small molecular inhibitors of PI4K2A; AID 1346378, 2018; Phosphatidylinositol 4-kinase type 2-alpha (Homo sapiens), Q9BTU6; hit rate 0.13% among 420,000; activity change, negative = inhibition, % at 76.9 µM; purified PI4K2A, ADP-Glo luminescence, 1 h; stronger effect = lower value; in the data active means activity change below about -50%; inconclusive means mostly about -30% to -49%;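 further: -100% = wells without enzyme as full effect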
#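 Compounds are screened against recombinant PI4K2A using PI as substrate and ATP, the latter dispensed at 300 microM. Reactions run one hour at ambient temperature before ADP-Glo detection; full inhibition defined by wells lacking enzyme.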
# USP1-UAF1 inh: Inhibitors of USP1/UAF1: Primary Screen; recombinant USP1/UAF1, Ub-Rhodamine cleavage fluorescence; Ubiquitin carboxyl-terminal hydrolase 1 (Homo sapiens), O94782; AID 743255, 2014; Potency, µM (titrated, usually from 57.1 µM), for the others: at the top dose activity change, negative = inhibition, most hits filed as inhibitors; hit rate 0.23% among 390,000; further: potency means the concentration at half of the fitted maximal effect; on the % scale 0 is the no-effect control and ±100 the full control effect; nearly all actives have a fitted effect of over 60% in size; inactives centre near -12
#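 USP1/UAF1 complex at 1 nM was preincubated with compound for 15 min at room temperature, then Ub-Rho substrate (150nM final) was added. Fluorescence (480/540 nm) was read kinetically, 6 reads every 60 seconds.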
# PGK inhibitor: qHTS Assay to Find Inhibitors of Phosphoglycerate Kinase; AID 602233, 2012; Potency, µM (titrated, usually from 57.5 µM), inactives show top-dose activity change, negative = inhibition, hits mostly inhibitors; PGK/GAPDH coupled, Kinase-Glo luminescence, 60 min; Phosphoglycerate kinase, glycosomal (Trypanosoma brucei brucei), P07378; hit rate 0.043% among 380,000; further: potency means the concentration at half of the fitted maximal effect; on the % scale 0 is the no-effect control and ±100 the full control effect; nearly all actives have a fitted effect of over 60% in size
#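 Recombinant glycosomal PGK reaction used 1,3-bisphosphoglycerate generated in-well by GAPDH (100nM final) in 100mM TEA pH 7.6, 5mM MgCl2, 0.01% Tween-20. After 60 minutes at room temperature, ATP was read by Kinase-Glo Plus luminescence end-point.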
# TrxR1 substrate: qHTS Assay for Substrates of Mammalian Selenoprotein Thioredoxin Reductase 1 (TrxR1): qHTS | purified TrxR1 substrate turnover, NADPH consumption readout | Potency, µM (doses to about 114 µM), for the others: at the highest dose activity change, negative = substrate turnover | hit rate 0.01% among 390,000; further: potency means the concentration at half of the fitted maximal effect; on the % scale 0 is the no-effect control and ±100 the full control effect; nearly all actives have a fitted effect of over 50% in size
#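 Rat TrxR1, dispensed at 90 nM, was prereduced with 400 uM NADPH (final) for 5 min at ~22 deg C, then incubated with compound 15 min before 400 uM selenite. A first-read NADPH fluorescence drop versus no-compound background flagged substrates.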
# GLS inhibitor: qHTS for Inhibitors of Glutaminase (GLS); Glutaminase kidney isoform, mitochondrial (Homo sapiens), O94925; GLS enzymatic activity, qHTS titration; Potency, µM (doses to about 45.5 µM), inactives show at the top dose activity change, negative = inhibition, usual class: inhibitors; hit rate 0.21% among 410,000; AID 624170, 2012; further: potency means the concentration at half of the fitted maximal effect; on the % scale 0 is the no-effect control and ±100 the full control effect
# Target sequence (O94925 whole entry, looked up, canonical isoform): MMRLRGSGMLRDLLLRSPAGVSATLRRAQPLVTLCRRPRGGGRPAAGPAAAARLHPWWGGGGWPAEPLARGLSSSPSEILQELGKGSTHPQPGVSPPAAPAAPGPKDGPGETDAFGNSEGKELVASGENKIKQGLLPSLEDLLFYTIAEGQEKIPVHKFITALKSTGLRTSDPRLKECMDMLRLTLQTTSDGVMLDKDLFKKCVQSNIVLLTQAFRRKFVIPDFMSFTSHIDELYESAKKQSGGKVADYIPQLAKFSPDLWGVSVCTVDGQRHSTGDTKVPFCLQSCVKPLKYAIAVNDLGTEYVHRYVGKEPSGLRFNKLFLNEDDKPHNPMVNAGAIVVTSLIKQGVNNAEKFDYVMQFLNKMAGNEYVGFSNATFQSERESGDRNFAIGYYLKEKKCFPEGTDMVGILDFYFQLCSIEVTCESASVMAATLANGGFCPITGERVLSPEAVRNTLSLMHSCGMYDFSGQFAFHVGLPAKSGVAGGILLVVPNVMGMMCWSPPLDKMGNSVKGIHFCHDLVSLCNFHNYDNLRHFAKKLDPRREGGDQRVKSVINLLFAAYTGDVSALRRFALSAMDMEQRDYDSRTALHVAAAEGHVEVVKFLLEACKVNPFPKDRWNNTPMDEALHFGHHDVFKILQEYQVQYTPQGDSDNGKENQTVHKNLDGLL
#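 Enzyme dispensed in phosphate buffer (45 mM, pH 8.2, 0.02% Tween-20), compounds pinned in, then 1 mM L-glutamine solution and the glutamate oxidase–HRP–Amplex Red mix added; fluorescence read immediately and again after 30 min at room temperature.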
# HP1b binding inh: HTS for Inhibitors of HP1-beta Chromodomain Interactions with Methylated Histone Tails. Chromobox protein homolog 1 (Homo sapiens), P83916. AlphaScreen HP1-beta / biotin-H3K9me3 peptide binding. Potency, µM (top dose mostly 114 µM), inactives show top-dose activity change, negative = inhibition, most hits filed as inhibitors. hit rate 0.56% among 390,000. AID 540317, 2011; further: potency means the concentration at half of the fitted maximal effect; nearly all actives have a fitted effect of over 70% in size; inactives centre near 23
#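 Compound inhibition of the preformed complex between 50 nM HP1-beta and 50 nM biotinylated H3K9me3 peptide was read by AlphaScreen. Buffer was PBS pH 7.4 with 0.01% Tween-20. Incubations ran 30 min at room temperature, with 10 ug/mL donor/acceptor beads.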
# The depositor's hits bear a star; i = inactive; ? = inconclusive; · = not tested or not shown; [ ] = remark or other dose. Unless noted, the call rests on the fitted dose curve; in most records, active means well fitted curve in the direction sought with a large enough effect; inconclusive means small, poorly fitted or top-dose-only effect, or another doubt; inactive means no such curve, though single readings can be large; an effect the other way counts as inactive or inconclusive.
SMILES,IDH1 R132H inh,TrxR1 inh,Pin1 inhibitor,PI4K2A block,USP1-UAF1 inh,PGK inhibitor,TrxR1 substrate,GLS inhibitor,HP1b binding inh
CCn1c(-c2nn(-c3ccc(C)cc3)ccc2=O)n[nH]c1=S,-6%,-14%,-2%,2,2%,1%,-8%,5%,30%
Cc1coc2c1c(C)cc1oc(=O)c(CC(=O)NCC(=O)O)c(C)c12,-2%,-12%[57.1 µM],3%,0,-13%,0%,123%[activator][57.1 µM],4%,9%
CC(=O)N1CCN(Cc2nc3cc(NC(=O)C4CCCCC4)ccc3n2C)CC1,0%,4%[57.1 µM],-8%,2,0%,-4%,3%[57.1 µM],1%,28%
COc1ccc(Br)cc1C(=O)Nc1cccc(C)c1,5%,10%[57.1 µM],2%,-3,-17%,i,-7%,-12%,59%[activator]
CC(=O)Nc1ccc(NC(=O)c2ccccc2N(C)S(=O)(=O)c2ccccc2)cc1,0%,5%[57.1 µM],-2%,0,-5%,-9%,-12%,-1%,-8%
CCn1cc(C(=O)N[C@H](C(=O)NCCCOC)C(C)C)c(=O)c2cc3c(cc21)OCO3,-6%,-3%,-1%,-4,-14%,-6%,0%,-3%,26%
CC1=C(C)CC(C(=O)NCc2c(F)cccc2Cl)C(C(=O)O)C1 (stereo unspecified),13%,7%[57.1 µM],-5%,-2,-6%,i,-8%,-8%,11%
COc1ccc(Nc2cc3n(c(=O)n2)CCc2cc(OC)c(OC)cc2-3)c(C)c1,-5%,8%[2.29 µM],-2%,-3,?,-3%,1%[57.1 µM],9%,19%
COc1ccc(S(=O)(=O)Nc2ccccn2)cc1,1%,15%,1%,7,-8%,7%,11%,-1%,26%
O=C(c1cn(-c2ccccc2)nc1-c1ccc(F)cc1)N1CCCCC1,1%,3%,4%,-1,-22%,-1%,-4%,0%,55%[activator]
NC(=O)CC(NC(=O)Cc1ccc(Br)cc1)c1ccc(NC2CCN(Cc3ccccc3)CC2)c([N+](=O)[O-])c1 (stereo unspecified),8%,16%,?,-2,21%,-6%,4%,-2%,24%
O=C(Cn1cc2c(n1)CCCC2)NCCCN1CCN(c2ccccc2F)CC1,1%,11%,-2%,1,6%,1%,5%,2%,48%[activator]
Cc1cccc2c(C(=O)N3CCN(C(=O)c4ccco4)CC3)cc(-c3cccc(Br)c3)nc12,8%,-3%[57.1 µM],13%,-16,-7%,0%,1%[57.1 µM],-13%,-21%
CCOc1ccc(CN(C(=O)c2oc3ccccc3c2C)C2CCS(=O)(=O)C2)cc1 (stereo unspecified),2%,14%,-1%,13,-22%,-3%,6%,-2%,0%
COc1ccc(NC(=O)CN(C)C(=O)c2ccc(N3CCCCC3)c([N+](=O)[O-])c2)cc1,-1%,-14%,-6%,4,-3%,3%,-11%,10%,-18%
COc1ccc(C)cc1S(=O)(=O)Nc1cccc(Cl)c1,2%,5%[57.1 µM],2%,0,-2%,5%,2%[57.1 µM],16%,26%
Cc1ccccc1CNC(=O)c1cnc2sc(N3CCOCC3)nn2c1=O,1%,1%[57.1 µM],5%,-8,19%,1%,38%[activator][57.1 µM],?,11%
CCCCC(NS(=O)(=O)c1ccc(C)cc1)C(=O)Oc1ccc2c3c(c(=O)oc2c1)CCC3 (stereo unspecified),3%,-1%,16%,4,-5%,-5%,52%[activator],-3%,35%
CCOc1ccc(CNCc2c(C(=O)O)c(C)n(Cc3c(F)cccc3Cl)c2C)cc1OC,-12%,1%,6%,1,3%,i,0%,-1%,-7%
CCOC(=O)c1ccc(NC(=O)c2noc3c2CCCC3)cc1,31%,28%,1%,4,-11%,-2%,-1%,-5%,56%[activator]
O=C(c1cccc(S(=O)(=O)Nc2cccc(C(F)(F)F)c2)c1)N1CCCCC1,-7%,-2%,1%,0,0%,·,-5%,-2%,47%[activator]
O=C(NCCCN1CCN(c2cccc(Cl)c2)CC1)c1cnn(-c2ccc(F)cc2)c1-n1cccc1,-2%,17%,-4%,-7,?,i,1%,6%,-17%
C#CCOCCOCCOCCNc1nc(N2CCN(C(=O)[C@H](CCC(=O)O)n3cc([C@@H](N)[C@H](C)CC)nn3)CC2)nc(N2CCN(C(=O)[C@H](CCCCN)n3cc([C@@H](N)CC(N)=O)nn3)CC2)n1,-11%,-33%,6%,-6,-23%,1%,10%,-1%,-14%
CNC(=O)c1ccccc1S(=O)c1ccccc1COC(C)=O (stereo unspecified),0%,9%[57.1 µM],4%,-7,-12%,5%,7%[57.1 µM],8%,27%
Cc1ccc(S(=O)(=O)N2CCN(S(=O)(=O)c3ccc(C)cc3)C2)cc1,4%,7%,?,3,-4%,1%,1%,0%,23%

# Next structures:
SMILES,IDH1 R132H inh,TrxR1 inh,Pin1 inhibitor,PI4K2A block,USP1-UAF1 inh,PGK inhibitor,TrxR1 substrate,GLS inhibitor,HP1b binding inh
O=C(N/N=C/c1sc(=O)n(Cc2ccc(Br)cc2)c1Cl)c1ccco1,-6%,?,67%[activator],14,-2%,-23%,3%,3%,13%
Cc1cccn2c(=O)nc(SCC(=O)Nc3cccc4ccccc34)nc12,3%,-7%,10%,1,-13%,3%,-4%,2%,11%
CC1Cc2cc(S(=O)(=O)N3CCC(C(N)=O)CC3)ccc2N1C(=O)C1CC1 (stereo unspecified),-11%,21%,-9%,2,-16%,-3%,0%,-1%,27%
CCCSc1cc(Cl)nc(N)n1,8%,10%,-6%,1,-19%,i,4%,4%,29%
O=C(Nc1ccc2cn[nH]c2c1)c1ccccc1F,6%,-24%,1%,0,-22%,-4%,6%,-3%,27%
CN(CC(=O)N1CCN(c2cccc(Cl)c2)CC1)S(=O)(=O)c1cnc[nH]1,7%,1%,-4%,0,-20%,-9%,1%,16%,12%
C=C1CCN([C@@H](Cc2ccccc2)C(=O)NCc2ccccc2)S(=O)(=O)c2ccccc21,-8%,51%,?,-2,-33%,8%,5%[57.1 µM],-5%,45%[activator]
C=CCn1nc2ccccc2c1OCCO,16%,8%[57.1 µM],-3%,-1,-30%,-10%,10%[57.1 µM],9%,33%
O=C(C1CCC(Cn2c(=O)c3sccc3n(Cc3ccc(F)cc3)c2=O)CC1)N1CCOCC1 (stereo unspecified),0%,22%[57.1 µM],-8%,1,-20%,2%,7%[57.1 µM],-1%,34%
COc1cc(OC)c(NS(=O)(=O)c2c(C(=O)N3CCCCCC3)c(C)n(C)c2C)cc1Cl,-18%,5%[57.1 µM],-14%,-3,-6%,i,-1%[57.1 µM],21%,5%
COc1ccc(/C=C2\SC(=O)N(CCn3cnnn3)C2=O)cc1,9%,-78%,-3%,0,-6%,i,-19%[57.1 µM],-6%,23%
COc1ccc(C/C(C)=N/NC(=O)C2COc3ccccc3O2)cc1 (stereo unspecified),-13%,-1%,2%,4,-8%,0%,-7%,11%,31%
CCC(O)C1CCN(Cc2cn(-c3ccc(OC)cc3)nc2-c2cccc(F)c2)CC1 (stereo unspecified),-3%,-9%,3%,-3,4%,-2%,10%[57.1 µM],1%,-4%
COC(=O)c1ccc(OCC(O)Cn2nnc3ccccc32)cc1 (stereo unspecified),1%,-4%,-4%,3,-2%,-9%,-2%,1%,4%
Cc1ccc(CN(C)C(=O)C2CCC(=O)N(C3CCCCCC3)C2)cc1 (stereo unspecified),-8%,8%,2%,-1,-15%,-5%,2%,-5%,31%
COc1ccc(-c2cc3nc(C4CCN(C(=O)OC(C)(C)C)CC4)c(C(=O)Nc4cc(C)cc(C)c4)cn3n2)cc1,0%,22%,0%,5,-9%,-2%,6%,-1%,24%
CC1Cc2ccccc2N1Cc1nc2cc(Cl)ccc2c(=O)[nH]1 (stereo unspecified),-3%,2%[57.1 µM],4%,0,-14%,-4%,8%[57.1 µM],6%,3%
O=C(NCC(=O)N1CCN(Cc2ccccc2)CC1)c1cc(Cl)cc([N+](=O)[O-])c1,3%,-14%,4%,-3,-20%,-9%,-2%,-3%,41%[activator]
Cc1ccccc1C(=O)n1nc(-c2ccco2)nc1NCc1cccs1,?,8%,8%,2,-22%,-10%,-1%,-10%,-22%
Cc1nc(N2CCCC2)c2c(C(=O)N3CCN(c4ccccc4)CC3)c(C)oc2n1,10%,12%,-9%,0,-20%,-9%,5%,9%,5%

# Among those listed so far, two contain a thiophene ring, fused or not:
SMILES,IDH1 R132H inh,TrxR1 inh,Pin1 inhibitor,PI4K2A block,USP1-UAF1 inh,PGK inhibitor,TrxR1 substrate,GLS inhibitor,HP1b binding inh
O=C(C1CCC(Cn2c(=O)c3sccc3n(Cc3ccc(F)cc3)c2=O)CC1)N1CCOCC1 (stereo unspecified),0%,22%[57.1 µM],-8%,1,-20%,2%,7%[57.1 µM],-1%,34%
Cc1ccccc1C(=O)n1nc(-c2ccco2)nc1NCc1cccs1,?,8%,8%,2,-22%,-10%,-1%,-10%,-22%

# Not all compounds are listed; count on the stated rates, not on these rows.
